KLF5 inh – KLF5 expression inhibitors, primary screen, DLD-1 cells, luminescence; DLD-1 KLF5 promoter-luciferase reporter; inhibition, % at 5 µM; hit rate 0.23% among 290,000; AID 1700, 2009;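 active = inhibition above a per-plate limit of that plate's mean compound inhibition plus 3 SD, cut at about 60% in these data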;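 also: 0% = DMSO wells and 100% = LY294002 at 200 µM; higher means less KLF5 promoter-driven luciferase light; inactives centre near -14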
Platelet DG rel – inhibitors of platelet dense granule secretion, primary screen, cell-based, MLPCN, human platelets. human platelet-rich plasma, SFLLRN dense granule ATP release, luminescence. hit rate 0.22% among 300,000. inhibition, %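 (compounds screened at 7.5 µM in platelet-rich plasma)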. AID 1663, 2009;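 active = mean replicate score, as percent of positive control, at or above 50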
HSP90 inh – HSP90 inhibitors, primary screen, cell lysate, luminescence | Rabbit reticulocyte lysate, luciferase refolding luminescence, 3 h | inhibition, % at 5.6 µM | hit rate 0.91% among 290,000;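 active = inhibition above the screen-wide mean plus 3 SD, computed separately per campaign, cut at about 16% in these data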;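 also: 0% = DMSO wells and 100% = 60 µM geldanamycin wells; inhibitors lower the luminescence because luciferase stays unfolded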
HSF1 inh – HSF1 inhibitors in luciferase reporter cells, primary screen, cell-based, NIH3T3, luminescence; NIH3T3-HGL HSE-luciferase, MG132-induced, luminescence 8 h; active compounds read low; activity change, negative = inhibition, % at 7.5 µM (by protocol); hit rate 0.77% among 300,000; AID 2098, 2009;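 active = more than half of replicate wells show activity change below -50%, luminescence cut by over half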;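 also: luciferase reports HSF-1 transcriptional activity via heat shock element; 0% = median of DMSO wells and -100% = zero luminescence signal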
IEC-6 tox – cytotoxicity in IEC-6 intestinal epithelial cells, primary screen, cytotoxicity control for KLF5 inhibitor project, cell-based, luminescence; IEC-6 cytotoxicity, luminescence viability; hit rate 0.78% among 290,000; inhibition, % at 5 µM; in the data active = inhibition above about 22%;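 also: 0% = plate median of test compound wells and 100% = cytotoxic reference compound wells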
AI-2 QS modul – Vibrio harveyi AI-2 quorum sensing modulators, primary screen, JMH597 strain, luminescence/OD600 ratio; Vibrio harveyi JMH597 AI-2 luminescence/OD600 ratio, 9 h; active compounds read low; strain lacks LuxN and CqsS sensors; 0 = neutral-control median; activity change, % at 7.5 µM; hit rate 0.4% among 300,000; AID 2094, 2009; in the data active = activity change below about -75%, passing the limit was not always enough;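 also: luminescence divided by OD600 gain over 9 h not by final OD600 alone; inactives centre near 13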
HIF activator – HIF pathway transcriptional activators, primary screen, cell-based, U2OS HRE-luciferase, luminescence | U2OS HRE-luciferase reporter; normalized: DMSO 0%, desferrioxamine 100% | activation, % at 7.5 µM (by protocol) | hit rate 0.32% among 300,000 | AID 1910, 2009;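 active = mean activation of at least 10% of the iron chelator positive control signal, with at least half of replicates also reaching 10%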
HSF1 activator – HSF-1 activators, primary screen, NIH3T3-HGL cells, MG132 stress, luminescence, single point; activation, % at 9 µM; NIH3T3-HGL HSF-1 luciferase reporter, 8 h; 100% = twice DMSO control signal; AID 504408, 2011; hit rate 1.7% among 300,000;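 active = mean replicate activation of at least 50% with a set share of replicates each reaching 50%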;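 also: 0% = median of the neutral control wells and 100% = twice that signal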
SKKanGAS inh – S. pyogenes SKKanGAS growth inhibitors in kanamycin, primary screen, streptokinase expression inhibitor project, SKKanGAS strain, BacTiter-Glo luminescence | hit rate 1.3% among 300,000 | 6 h | inhibition, % at 7.5 µM;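 active = mean replicate score, as percent of positive control median, at least 50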;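 also: strain carries kanamycin resistance gene driven by streptokinase promoter and grows in 40 µg/ml kanamycin; loss of luminescence reflects streptokinase promoter inhibition or plain growth inhibition; 0% = median of DMSO wells and 100% = positive control at its reference dose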
aSyn UTR inh – MLPCN primary screen, SNCA 5' untranslated region; alpha-synuclein 5'UTR reporter, inhibitor activity; inhibition, % (tested at 7.5 µM); hit rate 0.82% among 300,000; in the data active = inhibition above about 60%;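 also: H4 neuroglioblastoma cells stably carrying SNCA 5'UTR luciferase fusion; 0% = DMSO wells and 100% = positive control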
Starred values were filed as active, the others as inactive; x = not tested or not shown.

Abbreviations – A = KLF5 inh; B = Platelet DG rel; C = HSP90 inh; D = HSF1 inh; E = IEC-6 tox; F = AI-2 QS modul; G = HIF activator; H = HSF1 activator; I = SKKanGAS inh; J = aSyn UTR inh
CCC(=O)N1c2ccc(S(=O)(=O)N3CCN(c4cc(C)ccc4C)CC3)cc2CC1C (centres undefined)
  A = -5; B = 16; C = 0; D = -1; E = 0; F = 11; G = 0.2; H = 0; I = 21; J = 20

CC(C)CN(C(=O)COC(=O)c1ccccn1)c1c(N)n(Cc2ccccc2)c(=O)[nH]c1=O
  A = x; B = x; C = x; D = -5; E = x; F = 16; G = -1.3; H = -9; I = -3; J = 1

COc1cc(C)c(S(=O)(=O)N2CCCC2)cc1C
  A = -23; B = 3; C = 1; D = -8; E = 1; F = 27; G = -0.3; H = 9; I = -2; J = -1

CN(CCOc1ccc(-c2ccn(S(=O)(=O)c3c(Cl)cccc3Cl)n2)cc1)c1ccccn1
  A = 19; B = -1; C = -1; D = 7; E = -6; F = 6; G = -0.9; H = -1; I = -3; J = -20

COc1nsnc1N1CCOCC1
  A = -15; B = 3; C = 3; D = 5; E = 4; F = 14; G = -0.6; H = 8; I = 1; J = 8

O=C1Nc2ccccc2C(O)(C(=O)NCc2ccco2)N1c1ccc(Cl)c(Cl)c1 (centres undefined)
  A = -28; B = -11; C = 0; D = 0; E = -9; F = 26; G = -0.3; H = 3; I = 3; J = -10

O=C(O)c1ccccc1C(=O)NCC(O)COc1ccc(Cl)cc1 (centres undefined)
  A = 4; B = 5; C = -6; D = 5; E = 6; F = -14; G = -0.1; H = 4; I = 8; J = 7

CC(=O)N1c2ccc(S(=O)(=O)N(C)CC(=O)N(C)Cc3ccccc3)cc2CC1C (centres undefined)
  A = -2; B = 6; C = -3; D = -5; E = -5; F = 31; G = -0.3; H = -13; I = -5; J = 12

O=C(COc1ccc(Br)cc1)N1CCN(c2ccc([N+](=O)[O-])c(N3CCCCC3)c2)CC1
  A = -2; B = -1; C = 7; D = 1; E = 2; F = -7; G = 0.2; H = 29; I = 23; J = 1

Cc1nn(C)c(C)c1-c1c(C#N)c(N)nc2c1CCCCCC2
  A = -24; B = -4; C = -5; D = 18; E = -10; F = 9; G = -0.5; H = 42; I = 2; J = -12

Other entries:
Abbreviations – A = KLF5 inh; B = Platelet DG rel; C = HSP90 inh; D = HSF1 inh; E = IEC-6 tox; F = AI-2 QS modul; G = HIF activator; H = HSF1 activator; I = SKKanGAS inh; J = aSyn UTR inh
O=C(N/N=C/c1cc2c(cc1[N+](=O)[O-])OCO2)c1ccccn1
  A = -18; B = 12; C = -2; D = 0; E = 2; F = 3; G = 0.9; H = 10; I = -2; J = -81

O=C(Nc1nnc(CCN2CCCCC2)s1)c1ccccc1Cl
  A = -31; B = -9; C = 1; D = -2; E = 3; F = -12; G = 0.4; H = 4; I = -1; J = -26

Cc1ccccc1NC(=O)CCN1CCCCCC1
  A = -6; B = -8; C = 1; D = -1; E = -1; F = 12; G = -0.8; H = 9; I = -1; J = 9

Cn1c(CNC(=O)c2ccccc2F)nnc1SCC(=O)NCc1ccccc1
  A = -1; B = 7; C = 4; D = 3; E = -1; F = 2; G = -0.2; H = 33; I = 0; J = -8

NC(=S)n1[nH]c(-c2ccc([N+](=O)[O-])cc2)c(N=Nc2cccc([N+](=O)[O-])c2)c1=O
  A = -7; B = 12; C = 3; D = 22; E = -2; F = 13; G = 0.3; H = 34; I = -35; J = -30

Cc1nnc(SCc2ccc(CSc3nnc(C)c(=O)[nH]3)cc2)[nH]c1=O
  A = -18; B = 0; C = -2; D = -6; E = -3; F = 28; G = 0.2; H = 7; I = 4; J = 7

O=C(c1cccc(S(=O)(=O)NCc2ccccc2)c1)N1CCCC(C(F)(F)F)C1 (centres undefined)
  A = x; B = 0; C = x; D = 4; E = x; F = 1; G = 0.4; H = -5; I = -16; J = -57

C=CCOC(=O)C1=C(C)NC(C)=C(C(=O)OCC=C)C1c1ccc(C)o1
  A = 1; B = 0; C = -2; D = 0; E = -3; F = 15; G = -0.2; H = 6; I = 2; J = 16

CCOC(=O)/C(C(N)=NCCCO)=C(/O)c1ccccc1
  A = -1; B = -2; C = 0; D = -14; E = -7; F = 30; G = -0.2; H = -4; I = 8; J = -18

Cc1cccc(NC(=S)NC2CCCC2)c1C
  A = -27; B = -1; C = -1; D = -9; E = 9; F = -5; G = -1.0; H = -27; I = 2; J = 3

Next compounds follow:
Abbreviations – A = KLF5 inh; B = Platelet DG rel; C = HSP90 inh; D = HSF1 inh; E = IEC-6 tox; F = AI-2 QS modul; G = HIF activator; H = HSF1 activator; I = SKKanGAS inh; J = aSyn UTR inh
Cc1ccc(-c2nn(-c3ccccc3)cc2/C=N/n2c(-c3ccncc3)n[nH]c2=S)cc1
  A = 0; B = -17; C = -1; D = 2; E = 2; F = 12; G = 2.0; H = 23; I = 20; J = -86

CCCCNC(=O)N(C)c1nc2ccccc2s1
  A = -112; B = 5; C = -2; D = 16; E = 3; F = 13; G = 3.9; H = 21; I = -3; J = -133

O=S(=O)(c1cccc2nsnc12)N1CCCC1
  A = -1; B = 6; C = 1; D = -1; E = 0; F = 38; G = 0.0; H = -9; I = -11; J = 27

CCC(C)(C)n1nnnc1C(c1ccc(C)cc1)N1CCN(Cc2ccc3c(c2)OCO3)CC1 (centres undefined)
  A = -42; B = 0; C = 1; D = -2; E = 0; F = 32; G = -0.4; H = 1; I = -23; J = 4

O=C(NC1CCCCC1)/C(=N\O)c1ccccn1
  A = -30; B = -41; C = -2; D = -1; E = 0; F = 8; G = -0.2; H = 2; I = -3; J = 19

CC(CNCc1ccc2c(c1)OCO2)NCc1ccc2c(c1)OCO2 (centres undefined)
  A = -17; B = 1; C = 3; D = -3; E = 10; F = 21; G = 0.0; H = -8; I = 0; J = -4

COC(C(=O)Nc1ccnn1C1CCN(Cc2cnn(C(C)C)c2)CC1)c1ccccc1 (centres undefined)
  A = -40; B = 5; C = -3; D = 4; E = -1; F = 15; G = 0.3; H = 8; I = 1; J = 14

Cn1c(SCC(=O)NC2CCCCC2)nnc1-c1ccccc1O
  A = -48; B = 13; C = -1; D = -5; E = 3; F = 3; G = 0.0; H = 0; I = -9; J = -2

CCN(CC)S(=O)(=O)c1cccc(NC(=S)NC(=O)/C=C/c2ccc(S(=O)(=O)N3CCOCC3)cc2)c1
  A = -30; B = -12; C = -2; D = 11; E = 12; F = 46; G = -0.1; H = 16; I = 26; J = -14

COc1ccc(-n2c(SCC(=O)N3CCCC3)nc3ccccc3c2=O)cc1
  A = -20; B = -8; C = -1; D = -3; E = 4; F = 15; G = 0.1; H = 9; I = -3; J = 7

Going on with the list.
Abbreviations – A = KLF5 inh; B = Platelet DG rel; C = HSP90 inh; D = HSF1 inh; E = IEC-6 tox; F = AI-2 QS modul; G = HIF activator; H = HSF1 activator; I = SKKanGAS inh; J = aSyn UTR inh
Cc1c(O)ccc(-c2n[nH]c(C(=O)O)c2-c2nc3ccccc3s2)c1O
  A = 20; B = -1; C = 1; D = -2; E = 4; F = 10; G = 0.2; H = -10; I = -7; J = -22

CC(=O)Cc1nsc(NC(=O)c2ccc(-c3ccc(Cl)cc3Cl)o2)n1
  A = -31; B = 0; C = -5; D = -4; E = 2; F = 21; G = 0.0; H = -1; I = 17; J = -19

Cc1nn(C)cc1C(=O)NNC(=S)Nc1ccccc1
  A = -11; B = -6; C = -4; D = 12; E = 4; F = 23; G = 2.2; H = 2; I = -2; J = -110

Cc1cc(C)cc(OCC(=O)Nc2nc(-c3cccnc3)cs2)c1
  A = -35; B = 17; C = 1; D = -59*; E = -7; F = 30; G = -0.2; H = -58; I = -5; J = 18

S=C(Nc1ccc(Cl)cc1)N1CCOCC1
  A = -14; B = 2; C = 1; D = 12; E = 1; F = 17; G = 0.3; H = 14; I = 0; J = 11

CC(=O)Nc1ccc(S(=O)(=O)NCCc2ccccn2)cc1
  A = 10; B = 7; C = 0; D = -7; E = -7; F = 17; G = 0.5; H = 9; I = -6; J = -15

Cc1ccccc1-c1nc(CN2CCCC(C(=O)NCc3cccnc3)C2)c(C)o1 (centres undefined)
  A = -17; B = 4; C = 10; D = 1; E = 4; F = 5; G = -0.4; H = 26; I = 4; J = 18

O=C(CCN1C(=O)/C(=C/c2ccc(Cl)cc2)SC1=S)Nc1cccc(C(=O)O)c1
  A = -5; B = 31; C = 5; D = -9; E = -2; F = 3; G = 1.2; H = 16; I = -1; J = -2

CCN(CC)C(=O)Cn1cc(C(=O)C(=O)NCCc2c[nH]c3ccccc23)c2ccccc21
  A = -23; B = -3; C = -5; D = -1; E = -1; F = 38; G = -0.5; H = 11; I = 14; J = -13

Cc1ccc(C(=O)Sc2cccccc2=O)cc1
  A = 31; B = -15; C = 10; D = 15; E = 99*; F = 11; G = 6.0; H = 23; I = 37; J = -109

Part of the list above, as a markdown table.
| SMILES | KLF5 inh | Platelet DG rel | HSP90 inh | HSF1 inh | IEC-6 tox | AI-2 QS modul | HIF activator | HSF1 activator | SKKanGAS inh | aSyn UTR inh |
| --- | --- | --- | --- | --- | --- | --- | --- | --- | --- | --- |
| CC(=O)Nc1ccc(S(=O)(=O)NCCc2ccccn2)cc1 | 10 | 7 | 0 | -7 | -7 | 17 | 0.5 | 9 | -6 | -15 |
| Cc1ccccc1-c1nc(CN2CCCC(C(=O)NCc3cccnc3)C2)c(C)o1 (centres undefined) | -17 | 4 | 10 | 1 | 4 | 5 | -0.4 | 26 | 4 | 18 |

(cont.)
Abbreviations – A = KLF5 inh; B = Platelet DG rel; C = HSP90 inh; D = HSF1 inh; E = IEC-6 tox; F = AI-2 QS modul; G = HIF activator; H = HSF1 activator; I = SKKanGAS inh; J = aSyn UTR inh
Nc1nc(SCc2nc3scc(-c4ccccc4)c3c(=O)[nH]2)n[nH]1
  A = -18; B = 5; C = 1; D = -2; E = -5; F = 19; G = 0.3; H = -4; I = -8; J = -15

COc1cc(CNC(=O)c2ccc3oc(C(C)C)nc3c2)cc(OC)c1
  A = -43; B = -7; C = 1; D = 11; E = -4; F = 19; G = 0.8; H = 8; I = 1; J = 1

O=[N+]([O-])c1ccc(NCCCO)c(C(F)(F)F)c1
  A = -44; B = 5; C = -5; D = -10; E = -5; F = 7; G = -0.2; H = -5; I = 0; J = 8

CC(=O)c1ncnn1CC(=O)c1ccc(Cl)cc1Cl
  A = -16; B = 21; C = 0; D = 1; E = -5; F = -15; G = 0.5; H = 23; I = 2; J = 24

CC(C)n1cc(C(=O)c2cc(Br)ccc2O)cc(C#N)c1=O
  A = -24; B = 0; C = 2; D = 1; E = 7; F = 24; G = 0.1; H = 7; I = 6; J = 9

COC(CNC(=O)CC1C(=O)N(Cc2ccccc2)C(C)c2nc3ccccc3n21)OC (centres undefined)
  A = 2; B = 0; C = 1; D = -7; E = 0; F = -3; G = -0.2; H = -5; I = -7; J = -2

CCOC(=O)c1c(NC(C)=O)sc(C(=O)NC2CCCC2)c1C
  A = -22; B = 15; C = -1; D = -3; E = 0; F = 14; G = -1.7; H = 15; I = -2; J = -1
